From PubChem BioAssay
Rab2A wt mod: changes GTP binding to wildtype dog Rab2A, up or down; P61105; GST-Rab2 wt beads, Bodipy-GTP binding, flow cytometry; GTP binding activity, % at 10 µM; actives 0.19% (n = 190,000); AID 760;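 active = GTP binding activity at least 20 points away from 100%, either lowered or raised; inconclusive = signal likely due to the compound's own green fluorescence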;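 note: 0% = beads with excess unlabeled GTP and 100% = no-compound control corrected for plate trend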
Rac1 act GTP bind: human Rac1 activated mutant GTP binding change; P63000; GST-Rac1 activated beads, fluorescent GTP binding, flow cytometry; actives lie on both sides; 100% means binding = to untreated wells; percent activity (GTP binding), % at 10 µM; actives 0.11% (n = 190,000);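 active = GTP binding at least 20 percentage points away from the 100% baseline, in either direction, so actives lie on both sides; inconclusive = Compound likely fluorescent itself, or too few beads counted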
ABCB1 inh: blocks JC-1 efflux by human ABCB1 transporter. P08183. actives 0.067% (n = 190,000). CCRF-Adr cells, flow cytometry. inhibition, % at 6.6 µM; in the data active = inhibition above about 40%;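 note: 0% = vehicle and 100% = reference inhibitor; higher value means more JC-1 retained so stronger ABCB1 efflux block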
Avidin bead fluor: compound fluoresces at 488/530 nm on avidin beads; fluorescence (KMESF) at 10 µM; actives 0.38% (n = 220,000); compound fluorescence 488/530 nm, flow cytometry; active compounds read high; AID 1775; in the data active = fluorescence above about 47; note: inactives centre near 10
Mcl1-Noxa inh: disrupts binding of human Mcl-1 to Noxa peptide | TR-FRET Mcl-1/Noxa peptide binding, 2 h | AID 1022 | inhibition, % at 21.7 µM | actives 1.5% (n = 220,000);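 active = compounds that cut the protein-peptide binding signal by more than 50% relative to plate controls in a single-dose test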;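 note: His-tagged Mcl-1 with rhodamine Noxa BH3 peptide and terbium anti-His antibody; 0% = Mcl-1 plus Noxa peptide wells and 100% = peptide-only wells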
Cdc42 wt: human Cdc42 wildtype GTP binding change, either direction; GST-Cdc42 beads, Bodipy-GTP binding, flow cytometry; actives lie on both sides; percent activity (GTP binding), % at 10 µM; actives 0.2% (n = 190,000); AID 761;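 active = percent activity GTP binding at least 20 points away from the 100% baseline, either down as inhibitor or up as activator; inconclusive = compound flagged as likely green fluorescent from well-wide comparison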;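 note: median bead fluorescence of bound Bodipy-FL-GTP at 100 nM; 0% = excess unlabeled GTP control and 100% = no compound control; below 100% means less GTP binding so inhibitor and above means activator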
Target sequence (P60953 whole entry, looked up): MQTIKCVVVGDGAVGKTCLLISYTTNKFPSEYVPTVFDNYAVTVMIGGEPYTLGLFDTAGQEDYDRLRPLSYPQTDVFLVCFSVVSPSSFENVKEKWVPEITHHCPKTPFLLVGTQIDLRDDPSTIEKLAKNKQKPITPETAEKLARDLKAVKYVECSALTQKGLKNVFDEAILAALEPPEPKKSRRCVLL
ABCG2 block: blocks JC-1 efflux by human ABCG2 transporter; Q9UNQ0; actives 0.1% (n = 190,000); inhibition, % at 6.6 µM; IgMXP3 cells, flow cytometry; AID 1325;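 active = inhibition above 80%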;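 note: 0% = DMSO and 100% = nicardipine control wells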
Target sequence (Q9UNQ0 whole entry, looked up): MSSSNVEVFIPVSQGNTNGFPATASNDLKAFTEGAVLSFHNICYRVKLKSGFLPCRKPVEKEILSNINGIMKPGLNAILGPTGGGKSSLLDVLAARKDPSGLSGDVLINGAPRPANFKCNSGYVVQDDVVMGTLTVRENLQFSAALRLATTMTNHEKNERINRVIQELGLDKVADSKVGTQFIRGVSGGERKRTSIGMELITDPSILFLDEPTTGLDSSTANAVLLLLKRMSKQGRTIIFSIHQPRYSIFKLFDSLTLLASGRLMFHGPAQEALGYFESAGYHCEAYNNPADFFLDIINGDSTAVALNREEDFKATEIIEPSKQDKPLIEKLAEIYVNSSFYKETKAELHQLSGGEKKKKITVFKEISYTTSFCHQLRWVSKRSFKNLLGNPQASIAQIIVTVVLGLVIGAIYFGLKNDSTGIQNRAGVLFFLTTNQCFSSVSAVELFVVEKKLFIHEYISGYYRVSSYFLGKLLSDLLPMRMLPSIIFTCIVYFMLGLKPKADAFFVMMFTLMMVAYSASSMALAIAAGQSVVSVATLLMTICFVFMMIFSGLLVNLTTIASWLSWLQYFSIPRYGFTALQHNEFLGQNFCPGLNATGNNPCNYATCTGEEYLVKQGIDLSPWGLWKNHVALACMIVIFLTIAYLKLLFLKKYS
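System: two drug-resistant human cell lines, ABCG2 and ABCB1; controls: nicardipine high and DMSO low controls; times: 10 min exposure at 25 °C with rotation, no wash; detection: flow cytometry of retained JC-1 fluorescence; read-out basis: percent efflux inhibition, scaled nicardipine 100% to DMSO 0%; doses: one concentration, 6.6 µM final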
HRas wt GTP bind: human HRas wildtype GTP binding, change in either direction; GST-Ras wt beads, Bodipy-FL-GTP binding, flow cytometry; actives lie on both sides; actives 0.14% (n = 190,000); GTP binding activity, % at 10 µM;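 active = GTP binding activity at least 20% away from the 100% baseline, either lowered as inhibitor or raised as activator; inconclusive = flagged as likely green fluorescent, judged across all proteins in the well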;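 note: 0% = unlabeled GTP competition control and 100% = no-compound control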
Rab7 wt modul: dog Rab7 wildtype GTP binding, inhibitors and activators; GTP binding activity (percent of control), % at 10 µM; actives 0.055% (n = 190,000); GST-Rab7 beads, fluorescent GTP binding, flow cytometry; actives lie on both sides; untreated = 100%, excess cold GTP = 0%;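 active = fluorescent GTP binding to Rab7 beads changed by at least 20 points from the 100% baseline, either direction, mostly lower; inconclusive = compound itself probably fluorescent, or too few beads counted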;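 note: median green fluorescence of bound Bodipy-FL-GTP per Rab7 bead population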
Pf gametocyte: P. falciparum stage V gametocyte viability inhibition. AID 743093. actives 0.065% (n = 150,000). P. falciparum stage V gametocytes, ATP luminescence, 24 h. inhibition, % at 10.9 µM;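 active = inhibition above the mean plus 3 SD of compounds within the control limits, set per campaign, cut at about 38% in these data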;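 note: 0% = DMSO wells and 100% = medium only without gametocytes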
Rac1 wt modul: human Rac1 wildtype GTP binding, inhibitors and activators; P63000; GST-Rac1 beads, fluorescent GTP binding, flow cytometry; actives lie on both sides; 0 = cold GTP competed, 100 = untreated; GTP binding activity (% of control), % at 10 µM; actives 0.27% (n = 190,000);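 active = GTP binding activity at least 20 points away from the 100% control level, either lower or higher; inconclusive = compound flagged as likely green fluorescent, judged across all proteins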
* = called active by the depositor; ? = inconclusive; / = no result given; & = joins results of further samples.

#1 CCN1/C(=C/C(C)=C/c2sc3ccccc3[n+]2CC)Sc2ccccc21
#2 Cc1ccc(OCCOC(=O)c2sc(=S)n(C)c2C)cc1
#3 Nc1nnc(Cc2ccc(Cl)cc2)s1
#4 CC(C)C(=O)Nc1cccc(NC(=O)c2cccc(Br)c2)c1
#5 Cc1nn(Cc2ccc(F)cc2)c(Cl)c1/C=N/NC(=O)c1cccnc1
#6 CCOc1ccccc1NC(=O)COC(=O)c1cc(C(=O)OC)cc([N+](=O)[O-])c1
#7 Cc1snc(S(=O)(=O)/C(C#N)=N/Nc2cccc(C(F)(F)F)c2)c1C#N
#8 COc1cc(NC(=O)Cc2ccccc2)ccc1NC(=O)c1ccco1
assay / entry	1	2	3	4	5	6	7	8
Rab2A wt mod	96	95	102	96	99	99	97	101
Rac1 act GTP bind	92	91	101	99	100	100	95	99
ABCB1 inh	0.9	0.6	0.4	1.3	11	1.3	-0.2	0.2
Avidin bead fluor	5	28	39	14	16	14	13	7
Mcl1-Noxa inh	-342	13	-1	-1	8	8	16	6
Cdc42 wt	94	94	104	101	102	106	96	100
ABCG2 block	-11	7	2	17	16	25	1	5
HRas wt GTP bind	92	94	102	98	100	100	96	100
Rab7 wt modul	100	102	99	94	101	98	97	102
Pf gametocyte	-19	4	1	-15	-4	-10	/	-22
Rac1 wt modul	94	101	104	102	103	101	95	100

#9 O=C(NCC1CCCO1)c1ccc2c(=O)n(CCc3ccccc3)c(=O)[nH]c2c1 (stereo unspecified)
#10 O=S1(=O)CCC(NS(=O)(=O)c2cccc3cccnc23)C1 (stereo unspecified)
#11 N=c1c(S(=O)(=O)c2ccccc2)cc2c(=O)n3ccccc3nc2n1CC1CCCO1 (stereo unspecified)
#12 O=C(O)CSc1nnc(COc2ccc([N+](=O)[O-])cc2)n1-c1ccccc1
#13 CCn1c(SCC(=O)NC(=O)NC(C)(C)C)nc2ccccc21
#14 COc1ccc(/C(N)=N/OC(=O)Cc2ccccc2[N+](=O)[O-])cc1
#15 O=C(NCc1ccco1)c1ccc(C(=O)NCc2ccco2)s1
#16 O=C(Oc1ccc2c3c(c(=O)oc2c1)CCC3)c1ccco1
assay / entry	9	10	11	12	13	14	15	16
Rab2A wt mod	101	99	100	94	92	98	100	101
Rac1 act GTP bind	100	101	100	92	90	99	98	100
ABCB1 inh	-3.9	-0.1	-4.3	-0.5	0.5	6.0	0.7	0.4
Avidin bead fluor	9	7	9	6	8	13	9	12
Mcl1-Noxa inh	8	16	33	-9	-10	13	12	-3
Cdc42 wt	102	102	104	91	88	103	100	104
ABCG2 block	-3	-1	-7	-2	2	35	4	3
HRas wt GTP bind	100	103	102	94	90	99	101	100
Rab7 wt modul	100	100	97	100	100	97	95	96
Pf gametocyte	/	/	/	17	3	6	/	/
Rac1 wt modul	104	104	103	93	89	103	104	99

#17 Cc1ccc(/C(N)=N/OC(=O)c2ccco2)cc1
#18 Cc1ccc(C(=O)CC(c2cccs2)S(=O)(=O)c2ccc(C)cc2)cc1 (stereo unspecified)
#19 O=C(NCCOC(=O)c1ccc([N+](=O)[O-])cc1)c1cccnc1
#20 O=C(Nc1nnc(C2=COCCO2)o1)C1CCCCC1
#21 CCCCNC(=S)Nc1ccc(C(F)(F)F)cc1
#22 COc1ccc(-c2cc(=O)c3c(OC)c(OC)c(OC)c(OC)c3o2)cc1OC
#23 CC(=O)c1nnn(-c2nc(N)nc(N(c3ccccc3)c3ccccc3)n2)c1C
#24 COC(=O)c1ccccc1NC(=S)N1CCN(c2ccc(OC)cc2)CC1
assay / entry	17	18	19	20	21	22	23	24
Rab2A wt mod	95	99	101	97	102	?	105	94
Rac1 act GTP bind	93	99	98	97	97	?	102	93
ABCB1 inh	-0.2	1.3	0.9	0.0	0.4	0.5	1.1	-0.9
Avidin bead fluor	7	10	6	7	24	7&10	35	10
Mcl1-Noxa inh	11	6	10	13	-1	11&-6	-1	27
Cdc42 wt	98	100	100	94	95	?	107	94
ABCG2 block	1	19	6	2	2	15&0	3	-7
HRas wt GTP bind	98	101	101	96	101	?	107	95
Rab7 wt modul	97	101	111	103	107	?	102	102
Pf gametocyte	-24	-3	/	-18	/	/	0	3
Rac1 wt modul	101	104	103	101	100	?	107	90

#25 CSCc1ccc(C(=O)Nc2cccc(C)c2C)cc1
#26 Cc1ccc(C(c2sc3nc(C)nn3c2O)N2CC(C)OC(C)C2)cc1 (stereo unspecified)
#27 Cc1ccsc1C(=O)OCC(=O)NC1CCS(=O)(=O)C1 (stereo unspecified)
#28 O=C(c1cc(-c2ccccn2)nc2c(Cl)cccc12)N1CCN(C(=O)C2CCCO2)CC1 (stereo unspecified)
#29 O=C(Nc1nc2c(s1)CCCC2)c1cccs1
#30 O=C(CCNc1ccc(F)cc1)c1ccco1
#31 Cc1nc(SCC(N)=O)[nH]c(=O)c1CCC(C)C
#32 CCc1nc(SCC(=O)Nc2c(C)n(C)n(-c3ccccc3)c2=O)n[nH]1
assay / entry	25	26	27	28	29	30	31	32
Rab2A wt mod	100	101	98	104	102	102	105	100
Rac1 act GTP bind	101	101	95	102	100	98	100	101
ABCB1 inh	4.1	0.2	0.0	1.0	-2.0	1.3	0.8	0.7
Avidin bead fluor	15	10	6	22	12	6	14	23
Mcl1-Noxa inh	13	-3	8	5	16	4	5	-4
Cdc42 wt	101	102	97	110	103	102	102	105
ABCG2 block	10	0	0	8	44	16	2	8
HRas wt GTP bind	99	102	100	103	102	100	103	100
Rab7 wt modul	95	102	102	97	103	101	96	99
Pf gametocyte	/	/	-8	-24	-3	/	/	11
Rac1 wt modul	102	110	100	108	105	104	102	105

#33 O=C(COc1ccc(S(=O)(=O)N2CCOCC2)cc1)Nc1ccccc1C(F)(F)F
#34 O=C(CSc1nnc(-c2ccncc2)o1)c1ccc2c(c1)OCCO2
#35 O=C(c1ccc(Cl)c(S(=O)(=O)N2CCCC2)c1)N1CCN(c2ccccc2F)CC1
#36 Cc1cc(=O)n2[nH]c(-c3cccnc3)nc2n1
#37 O=C(NCCO)C(=O)NCC1OCCCN1S(=O)(=O)c1cccs1 (stereo unspecified)
#38 NC(=O)c1cc2cc([N+](=O)[O-])ccc2oc1=O
#39 CCOC(=O)Cc1csc(NS(C)(=O)=O)n1
#40 O=C(O)C(O)C(O)c1nc2ccccc2[nH]1 (stereo unspecified)
assay / entry	33	34	35	36	37	38	39	40
Rab2A wt mod	99	99	99	101	99	99	100	97
Rac1 act GTP bind	99	89	96	101	99	97	98	99
ABCB1 inh	-0.1	0.1	3.7	0.7	0.2	0.8	3.4	0.3
Avidin bead fluor	6	8	7	14	16	9	20	21
Mcl1-Noxa inh	-3	-2	10	-1	21	13	10	13
Cdc42 wt	102	94	97	107	104	97	96	92
ABCG2 block	0	2	9	2	-1	5	9	17
HRas wt GTP bind	100	95	97	105	101	99	96	93
Rab7 wt modul	100	107	104	97	102	105	98	95
Pf gametocyte	/	12	/	/	-14	-26	-23	2
Rac1 wt modul	103	96	99	111	104	98	101	97

#41 CC(C)c1ccc(NC(=O)NC2CCN(CC(=O)Nc3cccc4ccccc34)CC2)cc1
#42 COc1ccc2nc3oc(C(=O)N4CCN(c5cccc(Cl)c5)CC4)cc3cc2c1
#43 Cc1ccc(S(=O)(=O)N(CCO)Cc2cc3ccc(C)c(C)c3[nH]c2=O)cc1
#44 CCC(C)C(NC(=O)OCc1ccccc1)C(=O)NC(Cc1ccc(O)cc1)C(=O)OC (stereo unspecified)
#45 Nc1nonc1-c1noc(CCCN2C(=O)c3ccccc3C2=O)n1
#46 O=C(COc1cccnc1[N+](=O)[O-])Nc1cccc(S(=O)(=O)N2CCCCC2)c1
assay / entry	41	42	43	44	45	46
Rab2A wt mod	104	94	102	98	101	96
Rac1 act GTP bind	101	94	102	97	101	97
ABCB1 inh	0.8	0.7	0.1	0.3	0.8	0.5
Avidin bead fluor	8	21	4	8	8	14
Mcl1-Noxa inh	-6	11	20	-1	11	21
Cdc42 wt	103	95	103	101	105	98
ABCG2 block	4	3	0	1	11	11
HRas wt GTP bind	104	93	100	97	101	96
Rab7 wt modul	105	97	95	104	101	100
Pf gametocyte	/	3	/	0	16	/
Rac1 wt modul	106	94	102	102	107	99

Full records from above. Order of screens: Rab2A wt mod, Rac1 act GTP bind, ABCB1 inh, Avidin bead fluor, Mcl1-Noxa inh, Cdc42 wt, ABCG2 block, HRas wt GTP bind, Rab7 wt modul, Pf gametocyte, Rac1 wt modul
`Cc1ccc(OCCOC(=O)c2sc(=S)n(C)c2C)cc1` as listed: 95, 91, 0.6, 28, 13, 94, 7, 94, 102, 4, 101
`O=C(Oc1ccc2c3c(c(=O)oc2c1)CCC3)c1ccco1` as listed: 101, 100, 0.4, 12, -3, 104, 3, 100, 96, /, 99
`O=S1(=O)CCC(NS(=O)(=O)c2cccc3cccnc23)C1` (stereo unspecified) as listed: 99, 101, -0.1, 7, 16, 102, -1, 103, 100, /, 104
`CCOc1ccccc1NC(=O)COC(=O)c1cc(C(=O)OC)cc([N+](=O)[O-])c1` as listed: 99, 100, 1.3, 14, 8, 106, 25, 100, 98, -10, 101
